From PubChem
GRP78 ERSR act: ER stress response induction in glioma | hit rate 0.02% among 420,000 | Potency, µM, without a hit: top-dose activation, most hits filed as activators | AID 602332 | U87-MG GRP78 promoter luciferase reporter, 16 h; also: potency is read from the fitted curve at half-maximal effect; series mostly up to about 76 µM; % of control where 0% means no effect; nearly all actives have a fitted effect of over 35% in size
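ERSR induction read as luciferase luminescence (Bright-Glo, 10 min at room temperature) in stably transfected human U87-MG glioma cells exposed to compounds for 16 h, using GRP78 as sensor.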
D2 PAM: positive allosteric modulators of human D2 dopamine receptor. P14416. HEK293 T-REx D2, calcium flux, EC20 dopamine potentiation. potentiation, % at 10 µM. hit rate 0.34% among 340,000;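 active = potentiation over 3 SD above the plate norm, cut at about 30% in these data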; also: 0% is about no effect
Target sequence (P14416 whole entry, looked up): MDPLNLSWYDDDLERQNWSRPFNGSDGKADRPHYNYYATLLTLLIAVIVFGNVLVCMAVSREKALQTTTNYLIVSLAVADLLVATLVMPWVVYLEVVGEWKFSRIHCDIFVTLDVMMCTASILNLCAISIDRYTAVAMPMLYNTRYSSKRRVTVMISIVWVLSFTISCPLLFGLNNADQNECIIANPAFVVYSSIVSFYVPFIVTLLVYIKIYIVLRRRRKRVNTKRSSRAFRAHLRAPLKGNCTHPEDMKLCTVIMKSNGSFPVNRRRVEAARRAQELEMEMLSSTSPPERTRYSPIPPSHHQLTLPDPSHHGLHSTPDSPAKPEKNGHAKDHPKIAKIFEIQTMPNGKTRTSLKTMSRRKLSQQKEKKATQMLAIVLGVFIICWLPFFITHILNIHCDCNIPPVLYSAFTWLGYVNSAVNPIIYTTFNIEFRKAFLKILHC
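Cells plated with tetracycline inducer and held overnight at 30 C; calcium dye loaded 30–90 min at room temperature; baseline taken, compound added and read 180 s; EC20 dopamine then added and read 180 s.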
Vif-A3G inh: Vif-A3G binding inhibition. Q9HC16. HeLa A3G-eYFP + Vif (tagged APOBEC3G with the HIV-1 protein that degrades it), YFP fluorescence, overnight. Potency, µM (highest dose often 46.1 µM), inactives show at the highest dose activity, negative = active, hits mostly inhibitors. hit rate 0.076% among 410,000. AID 602310;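 also: potency is read from the fitted curve at half-maximal effect; % is scaled to controls: 0 for no effect and ±100 for the full control effect; nearly all actives have a fitted effect of over 60% in size; hits raise eYFP signal because A3G escapes Vif-driven loss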
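HeLa cells stably expressing Vif and C-terminally eYFP-tagged A3G, seeded overnight at 37 deg C, then exposed to compound by pintool overnight at 37 deg C. Rise in yellow fluorescence (Ex 488/Em 500-530, Acumen) marks blocked Vif-driven A3G degradation.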
RXFP1 antag: blocks the human relaxin receptor RXFP1. HEK293-RXFP1, relaxin-stimulated cAMP HTRF, 30 min; stronger effect = lower value. activity change, negative = inhibition, % at 57.5 µM. hit rate 0.59% among 350,000. AID 1259400;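 active = activity change of -60% or lower, but not beyond a set lower limit; inconclusive = change between -60% and -40%, or beyond the set limit; inactive = change above -40%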; also: % is scaled to controls: 0 for no effect and ±100 for the full control effect
D1 antag: antagonists of human D1 dopamine receptor. activity change, negative = inhibition, % at 10 µM. AID 504652. P21728. hit rate 3.2% among 360,000. HEK293 TREx D1 cells, calcium flux, dopamine EC80; stronger effect = lower value; in the data active = activity change below about -30%; also: % is scaled to controls: 0 for no effect and ±100 for the full control effect
Target sequence (P21728 whole entry, looked up): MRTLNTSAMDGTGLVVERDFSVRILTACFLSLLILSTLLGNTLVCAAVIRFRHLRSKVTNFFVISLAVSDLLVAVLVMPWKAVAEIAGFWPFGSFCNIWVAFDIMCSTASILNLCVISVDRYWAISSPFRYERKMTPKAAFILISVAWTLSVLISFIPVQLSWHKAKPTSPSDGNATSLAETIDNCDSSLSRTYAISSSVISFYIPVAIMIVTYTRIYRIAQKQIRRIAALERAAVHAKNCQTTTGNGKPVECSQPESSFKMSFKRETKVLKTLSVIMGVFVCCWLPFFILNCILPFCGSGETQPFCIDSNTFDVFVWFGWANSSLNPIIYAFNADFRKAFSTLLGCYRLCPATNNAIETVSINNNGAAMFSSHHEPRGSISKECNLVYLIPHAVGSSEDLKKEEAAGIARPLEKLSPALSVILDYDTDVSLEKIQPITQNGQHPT
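Tetracycline-induced HEK293 Trex D1 cells, force-coupled to calcium, dye-loaded; compounds added and read 180 s, then EC80 dopamine added and calcium flux tracked kinetically another 180 s.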
Vif-A3F inh: blocks the Vif interaction with APOBEC3F. HeLa A3F-eYFP + Vif (tagged APOBEC3F with the HIV-1 protein that degrades it), YFP fluorescence increase. Potency, µM (series often up to 46.1 µM), for inactives: top-dose activity, negative = active. hit rate 0.2% among 390,000; also: potency is read from the fitted curve at half-maximal effect; % of control where 0% means no effect; nearly all actives have a fitted effect of over 65% in size
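HeLa cells stably expressing Vif plus C-terminally eYFP-tagged A3F were seeded, incubated overnight at 37 deg C, dosed with compound, incubated overnight again at 37 deg C. Yellow fluorescence (Ex 488/Em 500-530) reported blocked Vif-mediated A3F-eYFP degradation.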
D1 potentiator: human D1 dopamine receptor positive modulation. P21728. HEK293 TREx D1 cells, calcium flux, dopamine EC20 potentiation. potentiation, % at 10 µM. hit rate 0.036% among 360,000; in the data active = potentiation above about 30%; also: 0% is about no effect
D1 ag: agonists of human D1 dopamine receptor; P21728; HEK293 T-REx D1 cells, calcium flux, agonist mode; activation, % at 2 µM; hit rate 1% among 360,000; AID 504660; in the data active = activation above about 30%; also: 0% is about no effect
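Agonism was scored from calcium flux recorded over 180 s (1 read/s) after pintool compound addition, following a 10-cycle baseline. Cells were inducible force-coupled HEK293 TREx D1, plated overnight at 30 C and loaded with no-wash calcium dye.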
RXFP1 agonist: activates the human relaxin receptor RXFP1; Potency, µM (top dose mostly 57.5 µM), inactives show top-dose activation, usual class: activators; hit rate 0.3% among 370,000; HEK293T-RXFP1 cAMP TR-FRET, 30 min; response scale: percent of porcine relaxin response, buffer zero; also: potency is read from the fitted curve at half-maximal effect; % is scaled to controls: 0 for no effect and ±100 for the full control effect; nearly all actives have a fitted effect of over 60% in size; many of its hits are not listed in these tables
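HEK293T cells stably expressing RXFP1 were pretreated with the PDE4 inhibitor Ro 20174, exposed to compounds for 30 min at 37C, lysed, and cAMP was read by TR-FRET. Data normalized to buffer (basal) and 29 nM porcine relaxin (100%).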
Starred values were filed as active, the others as inactive; ? = inconclusive; . = not tested or not shown. Unless noted, calls follow the shape of the dose curve; as a rule, active = well fitted curve in the direction sought with a large enough effect; inconclusive = small, poorly fitted or top-dose-only effect, or another doubt; inactive = no such curve, though single readings can be large; an effect the other way counts as inactive or inconclusive. Not all compounds are listed (hit frequency here may not be typical).

SMILES	GRP78 ERSR act	D2 PAM	Vif-A3G inh	RXFP1 antag	D1 antag	Vif-A3F inh	D1 potentiator	D1 ag	RXFP1 agonist
COc1ccccc1CN1CCNC(=O)C1CC(=O)NCCOc1cccnc1 (stereo not drawn)	0%	10	-7%	6	6	-4%	-6	1	4.0%
Cc1ccc(NC(=O)CN(C)C(=O)CSc2nc(C)cs2)cc1	-2%	-28	-4%	-24	5	-2%	6	-1	-2.0%
Cc1ccc(NC(=O)CSc2nc3c(c(=O)[nH]2)CN(Cc2ccccc2)CC3)cc1Cl	-3%	3	-4%	-12	-14	0%	8	6	-2.7%
Cc1ccc(N2CCN(C(=O)c3c4c(nc5ccccc35)C(=O)N(C3CCCCC3)C4)CC2)c(C)c1	-4%	-1	-4%	.	13	5%	-4	0	1.8%
O=C(Nc1cccc2cccnc12)c1cccnc1	0%	3	-2%	-15	3	0%	-2	0	0.1%
COc1ccc(/C=N/OCC(=O)N=Nc2c(O)[nH]c3ccc(Br)cc23)cc1OC	0%	11	-4%	0	-2	13%	-1	1	1.7%
COc1cccc2cc(-c3ccnc(N)n3)oc12	-1%	2	0%	-16	-14	6%	-2	1	-1.8%
N#Cc1ccc(CN2C(=O)NC3(CCCCCC3)C2=O)cc1	-3%	-14	-1%	16	-15	4%	-8	5	-3.7%
CCN(C(=O)CSc1nc2ccccc2n1CC(C)C)c1c(N)n(Cc2ccccc2)c(=O)[nH]c1=O	0%	.	3%	-2	.	8%	.	.	.
CCOCCn1c(=NC(=O)c2ccc3c(c2)OCCO3)sc2cc(OCC)ccc21	-3%	10	-3%	-10	-31*	0%	-4	0	?
O=C(Nc1cccc(Cl)c1)NC1CC2CCC1C2 (stereo not drawn)	3%	-2	3%	-4	-10	2%	-20	16	-1.6%
COc1ccccc1C(=O)NC(=O)COC(=O)c1ccc(Br)o1	-4%	10	3%	-8	5	4%	-4	1	-0.5%
OC1COC(OCC2OC(OCc3ccccc3)C(O)C(O)C2O)C(O)C1O (stereo not drawn)	-2%	-23	2%	.	-26	-14%	-2	-3	0.5%
COc1ccc(Cc2noc(CN(C)CC(O)c3ccccc3)n2)cc1OC (stereo not drawn)	-1%	6	1%	-1	-19	5%	3	3	0.5%
Cc1ccc(C(=O)/C=C/c2ccc3ncccc3c2)cc1	-1%	-12	-24%	-31	2	1%	-13	6	0.3%
CCCCC1CCC(C(=O)N2CC(=O)Nc3ccc(Cl)cc3C2c2ccc(F)cc2)CC1 (stereo not drawn)	1%	-6	4%	-10	-9	-8%	-1	0	-2.5%
COc1ccccc1C(=O)Nc1cccc2nc(C)ccc12	0%	6	3%	-2	3	-11%	-6	0	2.0%
CCOC(=O)N1CCN(C(=O)C2CCN(Cc3ccc(O)c(OCC)c3)CC2)CC1	-3%	-10	0%	-8	-9	0%	0	-1	2.7%
O=C1COc2ccc(C(=O)COC(=O)c3sc4ccccc4c3Cl)cc2N1	-6%	11	3%	-2	-8	-7%	-8	1	6.3%
CC(C)(C)c1ccc(C(=O)NCC(=O)N2CCCC2)cc1	6%	-10	1%	12	-3	6%	5	4	1.2%
Cc1c(Br)c(C(F)(F)F)nn1CC(=O)NCc1ccco1	-4%	2	-7%	-36	-2	2%	-5	1	1.8%
Nc1nnc(CC(=O)N/N=C/c2ccc(-c3ccc(Cl)cc3Cl)o2)s1	-2%	20	-2%	-2	-13	-8%	1	1	0.0%
O=C(CN1CCN(c2cccc(Cl)n2)CC1)N1CC(O)CO1 (stereo not drawn)	3%	-3	4%	-25	-13	4%	-9	1	-2.3%
Cc1ccc(S(=O)(=O)Nc2ccc3c(c2)nc(CCN2CCCC2)n3C)cc1	-7%	-5	?	31	-17	-7%	-4	18	3.9%
CC1CCN(S(=O)(=O)N2CCN(C(=O)c3ccc4c(c3)OCO4)CC2)CC1	1%	15	4%	-2	3	5%	-3	0	-4.3%
Cc1ccc(S(=O)(=O)CCC(=O)Nc2cccc(Cl)c2)cc1	-3%	.	-1%	-10	11	4%	1	0	-3.5%
CCCCC(CC)C(=O)Nc1ccc(Nc2ccccc2)cc1 (stereo not drawn)	-4%	9	-3%	-10	25	-17%	-5	11	1.4%
Cc1oc(-c2cccs2)nc1CN1CC[C@@](O)(c2ccccc2)[C@H]2CCCC[C@@H]21	-3%	-9	1%	-8	3	4%	0	5	-0.3%
Cc1[nH]n(-c2ccc([N+](=O)[O-])cc2)c(=O)c1C=NCCN1CCN(C(=O)c2cccc(F)c2)CC1	2%	-2	0%	5	-6	-1%	-5	0	7.2%
CNC(=O)Nc1ccc(Cl)cc1	7%	-3	0%	6	-18	-8%	-4	8	0.7%
Cc1cc(NC(=O)CN2C(=O)[C@@H]3[C@H](C2=O)[C@@H]2C[C@H]3C(Br)C2Br)no1 (stereo partly drawn)	-6%	-9	4%	-25	17	14%	-5	2	-1.4%
CCOc1ccc(NS(=O)(=O)c2ccc3[nH]cc(C(=O)NC(C)CC)c(=O)c3c2)cc1 (stereo not drawn)	-4%	-9	-14%	8	21	-12%	-1	1	0.6%
C[C@H](CO)N1C[C@H](C)[C@H](CN(C)C(=O)c2cc(-c3ccccc3)on2)OCc2cnnn2CCCC1=O	-3%	.	1%	7	.	-2%	.	.	.
CC1(C)Cc2c(ccc3ccccc23)C2=C(C(=O)N3CCCC3)C(=O)C(=O)N21	-5%	-5	-4%	-29	-10	4%	-3	4	-0.1%
Cc1cccnc1NC(=O)c1ccc(NS(=O)(=O)c2ccc3[nH]c(=O)[nH]c3c2)cc1	-2%	-21	0%	2	-17	-10%	-1	1	-0.2%
Cc1c(C(=O)O)oc2ccc(S(=O)(=O)N(CC(C)C)CC(C)C)cc12	6%	-1	-4%	-3	-6	5%	-8	2	-2.4%
CCC(=O)Nc1nc2ccc([N+](=O)[O-])cc2s1	4%	-5	-7%	-18	7	-9%	-2	3	0.0%
Cc1ccc(C(=O)NS(=O)(=O)c2ccc(N=NN(C)C)cc2)cc1	-1%	3	4%	-2	-5	11%	8	4	0.5%
O=C1C2C(c3ccccc3)C=CC(c3ccccc3)C2C(=O)N1C1CCCCC1 (stereo not drawn)	-3%	-3	2%	-10	9	-3%	1	3	-0.3%
COc1cccc(CNC(=O)C2CCN(S(=O)(=O)c3c(C)nn(C)c3C)CC2)c1	-5%	7	-4%	.	9	-10%	.	0	1.1%
CCN(CC)S(=O)(=O)c1ccc(NC(=O)c2cnccn2)cc1	2%	-3	0%	5	-13	5%	5	3	-0.2%
Cc1ccc([C@H]2N[C@]3(CCCN(Cc4ccc(Br)cc4)C3=O)[C@H]3C(=O)N(Cc4ccccc4)C(=O)[C@@H]23)cc1	-6%	.	0%	12	.	-9%	.	.	.
COc1ccc(C(=O)/C=C/c2ccccc2C(F)(F)F)cc1	9%	-4	-14%	-1	3	-11%	4	2	2.0%
CCOc1ccc(C(=O)NCC(=O)OCc2cc(C(C)=O)ccc2OC)cc1	2%	-13	0%	5	5	1%	-8	1	2.3%
O=C1c2cccc3cc(Br)cc(c23)C(=O)N1Nc1ccc(Br)cc1	-6%	6	2%	9	-6	-3%	4	4	0.1%
COc1ccc(NC(=O)CN(C)C(=O)c2ccc(COc3ccccc3)o2)cc1	0%	-19	-1%	-2	-8	1%	6	1	-0.5%
CCN(CCO)C1CC(=O)N(c2ccccc2C)C1=O (stereo not drawn)	-5%	6	1%	12	18	-4%	-5	-1	0.0%
CCOC(=O)C1=C(N)OC2=C(C(=O)CCC2)C1c1ccc(C)s1 (stereo not drawn)	1%	-7	-1%	-8	-10	-1%	-1	-1	0.6%
Cc1ccc(NC(=O)COc2ccc(N(C)C(=O)C(C)(C)C)cc2)cc1S(=O)(=O)N1CCCCC1	-7%	.	4%	6	.	4%	.	.	.
COC(=O)c1ccc(CSc2nc3ccc(S(N)(=O)=O)cc3[nH]2)cc1	-2%	0	-3%	5	-1	7%	-6	0	5.6%

Only Vif-A3F inh, for some of the entries so far:
SMILES	Vif-A3F inh
Cc1ccc([C@H]2N[C@]3(CCCN(Cc4ccc(Br)cc4)C3=O)[C@H]3C(=O)N(Cc4ccccc4)C(=O)[C@@H]23)cc1	-9%
COc1ccc(C(=O)/C=C/c2ccccc2C(F)(F)F)cc1	-11%
CCOc1ccc(C(=O)NCC(=O)OCc2cc(C(C)=O)ccc2OC)cc1	1%
O=C1c2cccc3cc(Br)cc(c23)C(=O)N1Nc1ccc(Br)cc1	-3%

Next section:
SMILES	GRP78 ERSR act	D2 PAM	Vif-A3G inh	RXFP1 antag	D1 antag	Vif-A3F inh	D1 potentiator	D1 ag	RXFP1 agonist
CCc1ccc2oc(-c3cccc(N)c3)nc2c1	-10%	1	-7%	-22	18	2%	5	0	2.4%
CCn1nccc1C(=O)Nc1ccc(Cl)cc1Cl	8%	-7	1%	-14	-11	3%	-1	1	0.9%
CCCNc1c(NS(=O)(=O)c2ccc(C)c(C)c2)c(=O)oc2ccccc12	-9%	-5	2%	0	-2	4%	-2	-1	0.4%
Cc1ccccc1-c1nnc(NC(=O)c2cc3ccccc3oc2=O)s1	.	-2	.	.	-11	.	-2	3	0.8%
Cc1nn(-c2nc3ccccc3[nH]2)c(=O)c2ccccc12	-16%	2	-5%	-4	-11	?	3	18	9.6%
CS(=O)(=O)Nc1ccc(Cc2ccc(NS(C)(=O)=O)cc2)cc1	-6%	.	1%	-4	-19	5%	-8	6	1.4%
O=C(OCCOCCN=C1NS(=O)(=O)c2ccccc21)c1ccccc1	-4%	5	1%	-21	-4	-3%	1	6	-3.1%
O=C(Cn1c(=O)c2ccccc2n(CC(=O)Nc2ccccc2F)c1=O)NCCc1ccccc1	-1%	-24	-1%	.	4	1%	0	0	0.5%
O=C(Nc1ccnn1C1CCN(C/C=C/c2ccccc2)CC1)C1CCCC1	-3%	-21	-5%	-4	2	0%	-3	8	-0.7%
COc1ccc(CCNC(=O)c2ccccc2Cl)cc1OC	-5%	-5	3%	-7	-18	-6%	-4	0	-1.0%
Clc1cccc(Nc2nc(-c3ccncc3)cs2)c1	1%	-3	-23%	-27	10	3%	5	0	0.2%
